TDP1 block: blocks human tyrosyl-DNA phosphodiesterase 1. 350,000 compounds, 0.28% hits. recombinant TDP1, AlphaScreen DNA substrate cleavage. Potency, µM (doses to about 130 µM), for inactives: at the top dose activity change, negative = inhibition, hits mostly inhibitors; also: nearly all actives have a fitted effect of over 40% in size
Target sequence (Q9NUW8 whole entry, looked up): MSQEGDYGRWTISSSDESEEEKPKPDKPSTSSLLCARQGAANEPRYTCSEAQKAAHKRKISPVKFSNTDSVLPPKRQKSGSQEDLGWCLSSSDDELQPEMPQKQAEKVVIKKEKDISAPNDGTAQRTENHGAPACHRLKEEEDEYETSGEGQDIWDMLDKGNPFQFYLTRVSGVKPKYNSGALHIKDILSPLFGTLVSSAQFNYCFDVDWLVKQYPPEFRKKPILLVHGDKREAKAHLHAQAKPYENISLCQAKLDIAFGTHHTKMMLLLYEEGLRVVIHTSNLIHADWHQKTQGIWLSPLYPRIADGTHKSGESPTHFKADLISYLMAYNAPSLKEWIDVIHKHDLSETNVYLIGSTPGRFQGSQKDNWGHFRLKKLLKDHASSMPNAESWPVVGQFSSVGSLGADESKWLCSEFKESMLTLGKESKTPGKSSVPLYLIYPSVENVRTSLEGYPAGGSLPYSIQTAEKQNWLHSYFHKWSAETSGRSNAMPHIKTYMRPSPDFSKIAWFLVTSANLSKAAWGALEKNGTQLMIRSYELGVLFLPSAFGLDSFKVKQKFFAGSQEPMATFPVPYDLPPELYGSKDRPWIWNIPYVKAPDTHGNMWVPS
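Tdp1 1 nM final; 15 min RT w/ cpd; substrate 15 nM, 5 min; beads 10 ug/ml, 10 min; AlphaScreen read. Neg ctrl: no enzyme.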
N370S GC: inhibits or activates N370S mutant glucocerebrosidase. P04062. N370S GC spleen homogenate, 4MU-glucoside fluorescence. Potency, µM (series often up to 59.4 µM), for inactives: top-dose activity change, negative = inhibition, actives largely listed as inhibitors. 330,000 compounds, 0.092% hits;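 also: 0% = full enzyme activity and -100% = no enzyme basal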
DT40 TDP1 no CPT: qHTS for Inhibitors of human tyrosyl-DNA phosphodiesterase 1 (TDP1): qHTS in cells in absence of CPT; 420,000 compounds, 15% hits; AID 686978, 2013; Potency, µM (top dose mostly 46.2 µM), inactives show top-dose activity change, negative = growth inhibition, actives largely listed as inhibitors; DT40 Tdp1-/- hTDP1 cells, no CPT, ATP luminescence, 48 h; also: nearly all actives have a fitted effect of over 55% in size
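No-CPT arm: Tdp1-/-;hTDP1 DT40 cells (400/well) plus compounds, incubated ≥48 hr at 37 °C. Readout CellTiter-Glo luminescence.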
The depositor's hits bear a star; ? = inconclusive; . = not tested or not shown; & = joins results of further samples; [ ] = remark or other dose. Calls follow the shape of the dose curve; as a rule, active = well fitted curve in the direction sought with a large enough effect; inconclusive = small, poorly fitted or top-dose-only effect, or another doubt; inactive = no such curve, though single readings can be large; an effect the other way counts as inactive or inconclusive. Unless noted, % is scaled to controls: 0 for no effect and ±100 for the full control effect; potency is read from the fitted curve at half-maximal effect.

Every second line gives: TDP1 block, N370S GC, DT40 TDP1 no CPT
- Cc1cc(C)c(Cn2cnc(-c3ccc([N+](=O)[O-])cc3)c2)c(C)c1
 : 6%, 2%, 15µM*
- COc1cccc(CC(=O)OCC(=O)NC(Cc2ccccc2)C(C)=O)c1 (configuration not stated)
 : 4%, -14%, 0%
- Cc1ccc(C(=O)O)cc1NC(=O)CN1C(=O)C2C3c4ccccc4C(Br)(c4ccccc43)C2C1=O (configuration not stated)
 : 3%, -1%, 3%
- CC(C)(C)C1=Nn2c(nnc2-c2ccccn2)SC1
 : 6%, 6%, -22%
- CCOc1ccc(NCc2nc3ccccc3n2CCOc2ccccc2)cc1
 : 11%, 15%, ?
- Clc1nssc1=Nc1nncs1
 : -5%, ., 7.3µM*
- CSc1n[nH]c2nc3c(c(=O)n12)C1(CCCCC1)Cc1ccccc1-3
 : 9%, -7%, ?
- Cc1ccc(C2=NN(CC(=O)NCc3ccccn3)C(=O)CC2)cc1
 : 3%, -6%, 0%
- COc1ccc(NC(=O)c2ccco2)c2ccccc12
 : ., -9%, -1%
- CC(NC(=O)c1ccco1)C(c1cccs1)N1CCN(c2ccc(F)cc2)CC1 (configuration not stated)
 : -7%, -6%, 23µM*
- O=C(C[C@H]1C/C=C\C[C@H](Cc2ccc(F)cc2)C(=O)O[C@@H](c2ccccc2)CNC1=O)N[C@@H](CO)Cc1ccccc1
 : 0%, ., 12µM*
- C=CCN(CC=C)C(=O)COC(=O)c1n[nH]c2ccccc12
 : 1%, -2%, 2%
- O=C(C1CCCO1)N1CCN(S(=O)(=O)c2ccccc2)CC1 (configuration not stated)
 : 0%, 4%, 4%
- O=c1nc(-c2ccccc2)c2cc(Cl)ccc2[nH]1
 : 3%, -3%, 1.3µM*
- CCCCc1cc(=O)oc2cc(OCC(=O)N3CCc4ccccc43)ccc12
 : 0%, 4%, -22%
- COc1ccc(-c2noc(CN(C)C(=O)c3ccoc3C)n2)cc1
 : 20%, -2%, 16µM*
- COC(=O)C(C)n1nnc2sc(-c3ccccc3)cc2c1=O (configuration not stated)
 : 1%&0%, -5%, 18µM*
- Cc1ccc(S(=O)(=O)Nc2cccc(C(=O)NCC3(N4CCCCC4)CCCCC3)c2)cc1F
 : -1%, -5%, -18%
- CCOC(=O)Cc1cnc(NC(=O)c2ccccc2)s1
 : 6%, -23%[2.35 µM], -21%
- Cc1cc(NC(=O)CCC(=O)N(c2ccccc2)C2(C(=O)NC3CCCCC3)CCCC2)no1
 : 0%, -2%, -29%

Random excerpt: four entries already listed, in no set order.
Every second line gives: TDP1 block, N370S GC, DT40 TDP1 no CPT
- C=CCN(CC=C)C(=O)COC(=O)c1n[nH]c2ccccc12
 : 1%, -2%, 2%
- COc1cccc(CC(=O)OCC(=O)NC(Cc2ccccc2)C(C)=O)c1 (configuration not stated)
 : 4%, -14%, 0%
- COC(=O)C(C)n1nnc2sc(-c3ccccc3)cc2c1=O (configuration not stated)
 : 1%&0%, -5%, 18µM*
- O=C(C[C@H]1C/C=C\C[C@H](Cc2ccc(F)cc2)C(=O)O[C@@H](c2ccccc2)CNC1=O)N[C@@H](CO)Cc1ccccc1
 : 0%, ., 12µM*

Other records follow.
Every second line gives: TDP1 block, N370S GC, DT40 TDP1 no CPT
- COc1ccc(Cl)cc1NC(=O)c1c(NCc2ccc(C)o2)sc2c1CCCCC2
 : -1%, ., 15µM*
- CC(C)CCNC(=O)c1ccc2c(c1)nc1n2CCCCC1
 : 5%, ., ?
- Cc1cnc(CNc2cc(-c3cccc(NS(C)(=O)=O)c3)ncn2)cn1
 : ., -3%, -6%
- COCC(C)NC(=O)c1cc2cccc([N+](=O)[O-])c2[nH]1 (configuration not stated)
 : -2%, -5%, -2%
- CCC(C)(C)NC(=O)C(c1ccncc1)N(Cc1cccs1)C(=O)Cn1nnc2ccccc21 (configuration not stated)
 : 4%, -1%, -3%
- CC(C)C(=O)N1CCN(c2ccccc2NC(=O)COc2ccc(C3CCCCC3)cc2)CC1
 : 1%, 8%, ?
- CC1(c2ccccc2)CC(C)(C)N(C(N)=O)c2ccccc21 (configuration not stated)
 : 5%, 4%, -28%
- CCOC(=O)C1CCN(c2ncnc3c2c(-c2ccccc2)cn3-c2ccc(Cl)cc2)CC1
 : 0%, ., ?
- c1ccc2c(CN3CCCCC3)csc2c1
 : 0%, -4%, 10%
- Cc1ccc(S(=O)(=O)N2CC(C)N(S(C)(=O)=O)C2)cc1 (configuration not stated)
 : -5%, -3%, -1%
- O=C(NC1CCCCC1)c1cc(Cl)ccc1[N+](=O)[O-]
 : -3%, -5%, -16%
- Cc1ccc(S(=O)(=O)N(CC(=O)Nc2cccc([N+](=O)[O-])c2)Cc2ccc(Cl)cc2)cc1
 : 5%, 4%, 26µM*
- Cc1ccc(CNc2ncnc3cc(Cl)ccc23)o1
 : 3%, -11%, 13µM*
- C=CCOc1cccc(C2c3c(oc4ccc(F)cc4c3=O)C(=O)N2CCCN2CCOCC2)c1 (configuration not stated)
 : ., -9%, -14%
- Cc1ccc(COc2ccc(/C=N/NC(=O)CN3CCCCC3)cc2)cc1
 : 4%, -15%, -30%
- O=C(Nc1ccccc1)N1CCN(C(=O)c2nsc3ccccc23)CC1
 : 5%, ., -21%
- COc1ccc(NC(=O)C2CCN(S(=O)(=O)c3ccc4c(c3)CC(C)N4C(C)=O)CC2)cc1OC (configuration not stated)
 : 3%, -9%, ?
- Cc1cc(C(=O)OCC(=O)N2CCC(c3ccccc3)=N2)ccc1[N+](=O)[O-]
 : 8%, -10%, -1%
- Cc1ccc(OCC(=O)Nc2ccc3nc(Nc4cccc(Cl)c4)cc(C)c3c2)cc1
 : 9%, ., -1%
- COc1ccc([N+](=O)[O-])cc1N(CC(=O)NCCSc1ccccc1)S(C)(=O)=O
 : 0%, 4%, ?
- COc1cccc(-c2nn3c(=O)cc(CN4CCN(S(=O)(=O)c5ccc(C)cc5)CC4)nc3s2)c1
 : 5%, ., -3%
- CCC12CN3CC(CC)(CN(C1)C3c1c[nH]c3ccccc13)C2=O (configuration not stated)
 : 7%, ., 16µM*
- Cc1ccccc1NC(=S)N(Cc1ccco1)C(C)c1ccccn1 (configuration not stated)
 : 6%, 6%, ?
- COCCNS(=O)(=O)c1cc(OC)ccc1OC
 : 5%, 2%, -7%
- Cc1nc(Nc2ccc(Cl)cc2)c(C#N)c(=O)[nH]1
 : ., -17%, 2%
- O=C(COC(=O)Cc1cccc(C(F)(F)F)c1)NC(=O)NC1CCCC1
 : -5%, ., 4%
- Cc1ccccc1-n1c(Cn2c(=O)sc3ccccc32)nnc1SCC(=O)N1CCCC1
 : 1%, 3%, -4%
- CCCCC[C@H](O)/C=C/[C@H]1OC(O)C[C@H](O)[C@@H]1C/C=C\CC(=O)O (some centres not stated)
 : 2%, -6%, .
- O=C(COc1ccc(Br)cc1)NNC(=S)NCc1ccccc1
 : -5%, -6%, ?
- Cc1noc(C)c1C(=O)N1CCC[C@@]2(CCN(Cc3cc(C(F)(F)F)cc(C(F)(F)F)c3)C2)C1
 : ., -10%, ?
- COc1ccc(C(=O)NC2CCSc3ccccc32)cc1S(=O)(=O)N1CCOCC1 (configuration not stated)
 : ., 0%, ?
- O=C(NCCc1ccccc1)Nc1ccc(Cl)cc1
 : -5%, -3%, -8%
- Cc1cccc(N2CCN(S(=O)(=O)c3ccc(-c4cc(C)no4)s3)CC2C)c1 (configuration not stated)
 : 0%, -1%, 21%
- O=c1oc2c(CN3CCCCC3)c(O)ccc2c2c1CCCCC2
 : 3%, ?, ?
- COc1ccc(C(=O)NC(=O)COC(=O)C2CC2C)cc1 (configuration not stated)
 : 0%, ., 9%
- O=C(C1CC1)N1CCc2cc(Br)cc(S(=O)(=O)Nc3ccc(F)c(F)c3)c21
 : 9%, ., 23µM*
- CCOC(=O)CNC(=O)O[C@@H]1C(=O)c2ccc(OC)cc2O[C@H]1c1ccc2c(c1)OCO2
 : 7%, -18%, .
- Cc1ccc(C2CC(C(F)(F)F)n3ncc(C(=O)NCc4ccco4)c3N2)cc1 (configuration not stated)
 : 6%, 1%, ?
- CC(=O)c1ccc(NC(=O)Cn2c(-n3nc(C)cc3C)nc(C)c(C)c2=O)cc1
 : 3%, ., ?
- CN(C)c1cccc(-c2nnc(SCCCC#N)o2)c1
 : 7%, -14%, -8%
- COc1ccc(-n2c(C)cc(/C=C3\SC(=S)NC3=O)c2C)cc1
 : 9%, 7%, -12%
- CCc1ccc(NC(=O)NCCCN2CCCC2=O)cc1
 : 1%, 0%, 15%
- CCOC(=O)c1c(C(C)(C)C)oc2ccc(OCC#N)cc12
 : -4%, ?, ?
- Cc1cc(C)cc(NC(=O)Cn2nnc(-c3nc(-c4ccncc4)no3)c2N)c1
 : 3%, ., -3%
- CCn1cc(CCC(=O)NCc2cccc(OC)c2OC)c2ccccc21
 : ., -4%, 16µM*
- O=C(NCc1ccccn1)c1cc(-n2cnnc2)ccc1Cl
 : -7%, 12%, -37%
- CCCCNC(=S)N(C)/N=C/c1c(F)c(F)c(F)c(F)c1F
 : -3%, 2%, ?
- COC(C[C@@H](O)CC(=O)[C@H](C)OCc1ccccc1)OC
 : -2%, 1%, -5%
- Cc1c(C(=O)N(CCO)Cc2ccccc2)oc2c(F)cccc12
 : ., -19%, -8%
- COC(=O)N1CCC2(CCCN(C(=O)Nc3cccc(C#N)c3)C2)CC1
 : ., 4%, -9%
- CCOc1ccc(C(=O)Nc2ccccc2-c2ccccc2)cc1Cl
 : 0%, -3%, ?
- O=C(NCC1CCCO1)/C(=C\c1cccs1)NC(=O)c1ccccc1 (configuration not stated)
 : 7%, 8%, -10%
- CC(=O)c1c(C)cc(C)c(CSc2nc(C)cc(=O)[nH]2)c1C
 : 0%, -17%, ?
- CCN1C(=O)[C@@H]2[C@@H](c3ccc(-c4ccc(F)cc4)cc3)N3CCCC[C@@]3(C(=O)OC)[C@@H]2C1=O
 : 0%, -2%, 23µM*
- Cc1ccc2cc(S(=O)(=O)NCCC(=O)O)ccc2c1
 : -13%, -8%, -19%
- COc1ccc(N=C2CCCN2CC(N)=O)cc1
 : -1%, 6%, -2%
- CN(C)c1ncc(S(=O)(=O)c2ccccc2)c(-c2ccccc2Cl)n1
 : 3%, 14%, -22%
- C[C@H]1Cc2c(-c3ccccc3)nc3c(c2CO1)CN(C(=O)c1ccco1)CC3
 : 14%[12.3 µM], 3%[12.8 µM], .
- O=S(=O)(Nc1nc2ccccc2s1)c1ccc(Br)s1
 : 7%, 12%, ?
- CC1OC(OC2C(CO)OC(OC3C(CO)OC(O)C(O)C3O)C(O)C2O)C(O)C(O)C1NC1C=C(CO)C(O)C(O)C1O (configuration not stated)
 : 7%, -4%&9%, -2%

(continued)
Every second line gives: TDP1 block, N370S GC, DT40 TDP1 no CPT
- COc1ccc(C(=O)CSc2nccn2C)cc1
 : 12%, -6%, -14%
- COc1ccc([C@H]2CC(=O)C=C(c3ccc(Oc4ccccc4)cc3)C2)cc1OC
 : 2%, ., 23µM*
- COc1cc2nc(NC(=O)c3ccc(F)cc3Cl)sc(=O)c2cc1OC
 : ., -15%, -14%
- CCOC(=O)N1CCN(Cc2nc(CC3CC3)no2)CC1
 : 3%, 3%, -14%
- CN(c1ccc(C(=O)NCCSCc2ccco2)cc1)S(C)(=O)=O
 : -2%, 9%, ?
- Cc1c(C(=O)NCCc2ccccc2)oc2ccccc12
 : -14%, 15%, -17%
- COC(=O)CCN1CCc2cc(N=Nc3ccc([N+](=O)[O-])cc3)ccc21
 : ., 6%, -28%
- CCOC(=O)NN1C(=O)c2ccccc2NC1c1ccccc1O (configuration not stated)
 : 4%, -10%, 23µM*
- COc1ccc(NC(=O)CSc2nnc(-c3ccccc3C)n2N)cc1
 : 4%, 19%, 21µM*
- CCn1c(=NC(=O)c2ccc(N3C(=O)CCC3=O)cc2)sc2c(OC)ccc(OC)c21
 : -7%, 3%, ?
- COc1cc(CNc2ccc(O)cc2)cc(Br)c1OCc1ccccc1
 : 5%, ?, ?
- COc1ccc2c(c1)c1nnc(SCC(=O)NC3CC3)nc1n2C
 : 1%, 2%, -20%
- CCOc1ccc(-c2nc(CN(Cc3ccccc3)C[C@@H]3CCC(=O)N3)c(C)o2)cc1
 : ., 2%, 21µM*
- Cc1ccc(S(=O)(=O)NN=C2CCC(C(C)(C)C)CC2)cc1[N+](=O)[O-] (configuration not stated)
 : 8%, 6%, -24%
- CC(C)(C)NC(=O)C(=O)NN=C1CCCCCCC1
 : 1%, -3%, 3%
- CC1(C(=O)NC2CCCC2)CCC(=O)N1Cc1cccs1 (configuration not stated)
 : 3%, 5%, 6%
- O=C(Nc1ccc(NC(=O)C2CC2)nc1)c1ccncc1
 : -3%, 14%, -13%
- CCOC(=O)NNc1ccccc1
 : 5%, -2%, 0%
- Cc1cc(C)c(S(=O)(=O)c2ccccc2)c(=O)[nH]1
 : ., -16%, 24%
- COc1ccc(-c2csc(N3CCN(C(=O)c4ccccc4)CC3)n2)cc1
 : 7%, -8%, ?
- CC(C(=O)Nc1ccc(S(N)(=O)=O)cc1)N1CCc2ccccc21 (configuration not stated)
 : -6%, 3%, -9%
- O=c1oc(-c2cccc(Cl)c2)nc2c1cnn2-c1ccccc1
 : -2%, 4%, ?
- C#CCOc1ccc(/C=C2/C(=O)ON=C2C)cc1Cl
 : ., -6%, 18µM*

Source: PubChem (National Center for Advancing Translational Sciences (NCATS))

Only part of the results is shown; the hit share may differ from the screen's.
